CCHF vOTU inh: CCHFV vOTU protease inhibitors, primary screen, biochemical, Pep-AMC substrate, fluorescence. Crimean-Congo hemorrhagic fever virus L polyprotein viral ovarian tumor (vOTU) protease …. inhibition, % at 11.5 µM. 0.55% of 370,000 active; in the data active means inhibition above about 30%; further: 0% = vehicle wells with enzyme and 100% = no enzyme wells
PrPC TRFRET: inhibitors of human cell surface prion protein PrPC, primary screen, cell-based, TR-FRET; AID 720596, 2013; 0.43% of 370,000 active; inhibition, % at 13.8 µM; Major prion protein (Homo sapiens), P04156; TR-FRET read-out; in the data active means inhibition above about 24%; further: 0% = median of the test wells and 100% = reference compound wells
Active calls of the source: *. Some of the compounds tested, so the mix of outcomes need not match the whole.

SMILES | CCHF vOTU inh | PrPC TRFRET
COC(=O)C1CN(Cc2cn(CCOC(C)=O)nn2)CCS(=O)(=O)N1Cc1ccc(F)cc1 (stereo not given) | 1.5 | -1.7
C=CCN1[C@@H](C)COc2cccc(F)c2S1(=O)=O | -5.7 | -4.9
COc1ccccc1C(=O)NC1CCCCN(Cc2ccc(C)cc2)C1=O (stereo not given) | -2.8 | 17.4
O=S(=O)(NCc1ccccc1)c1cc(Br)ccc1Br | 3.9 | 3.3
C[C@H](O)[C@@H]1C(=O)N2CCc3c([nH]c4cccc(-c5ccccc5)c34)[C@@H]2C[C@@H]1N(C)CC1CCCCC1 | -16.9 | -2.9
Nc1[nH]c2cc(Cl)ccc2c1C(=O)N1CCOCC1 | 8.2 | 7.1
COC(=O)c1cc(C(c2ccccc2O)C2CCCO2)n2cccc(C(C)(C)C)c12 (stereo not given) | -43.2 | -2.9
COc1nc(OC)nc(N2CCC(C(=O)N(C)Cc3ccco3)CC2)n1 | 2.4 | -6.3
Cc1ccccc1C(=O)N[C@@H](Cc1cccnc1)C(=O)N1CCC[C@H]1C(=O)NC1CCCC1 | -4.0 | -3.0
COC(=O)C1CN(Cc2ccc(OC)cc2)CCS(=O)(=O)N1Cc1cn(Cc2ccc(F)cc2)nn1 (stereo not given) | -1.5 | 0.4
Cc1cccc(C)c1NC(=O)C(CCc1ccccc1)N1CCN(CCN(C)C)CC1 (stereo not given) | -9.5 | -10.9
COc1ccc(-n2c(COc3ccccc3)nnc2SCC(=O)Nc2ccccc2-c2ccccc2)cc1 | 6.9 | 7.5
O=C(C1CCCN(S(=O)(=O)c2ccc(F)cc2)C1)N1CCN(Cc2ccccc2)CC1 (stereo not given) | 5.1 | 3.7
COc1ccc(NC(=O)C(c2ccccc2)n2c(=O)c(-c3ccco3)nc3ccccc32)cc1 (stereo not given) | 0.3 | -1.4
CC(C)C(=O)N[C@H]1[C@H](O)CCC[C@@]12C(=O)N(Cc1ccccc1)c1ccccc12 | 8.1 | 6.5
CC1CCCN(CCCNS(=O)(=O)c2cc3c(cc2Br)CCN3C(=O)C2CC2)C1 (stereo not given) | -3.0 | -7.3
COC(=O)[C@@H](Cc1ccc(O)cc1)NC(=O)[C@H]1O[C@@H](n2cnc3c(=O)[nH]c(N)nc32)[C@H](O)[C@@H]1O | 1.9 | -0.9
CCCc1c(-c2ccc(Cl)cc2)ncn1Cc1cccc(-c2ccccc2)c1 | 8.7 | 9.6
CC(C)NC(=O)C1CCN(c2cncnc2)CC1 | 12.8 | 8.8
COC(=O)C1=C(C)N(Cc2cccc(C(F)(F)F)c2)C(=NCc2ccccc2C(F)(F)F)NC1c1ccccc1C(F)(F)F (stereo not given) | 5.0 | 8.8
COc1ccc(CSc2nnc(SCC(=O)Nc3ccc4c(c3)OCO4)s2)cc1 | 8.8 | 11.7
COc1ccc(C(=O)N2CCC[C@@H]2C(=O)N2CCC[C@@H]2C(=O)NCc2ccccc2)cc1F | 1.6 | -6.6
O=C(Nc1ccccc1)OCCN1C(=O)CCC12CCC(c1ccc(Cl)cc1)CC2 (stereo not given) | 9.4 | -2.1
Cc1cc(C)cc(N(CC(=O)NC2CCC(C)CC2)S(=O)(=O)c2ccc(Br)s2)c1 (stereo not given) | 7.8 | 8.7
O=c1c(-c2ccco2)nc2ccccc2n1C(c1ccccn1)c1nc2ccccc2[nH]1 (stereo not given) | -18.3 | -1.5
Nc1[nH]c(C(=O)c2ccccc2)c(-c2cc(F)ccc2Br)c1C(=O)NCCc1c[nH]c2ccccc12 | 10.7 | -3.5
CCCc1c(-c2cccc(Cl)c2)ncn1Cc1cccc(-c2ccccc2)c1 | 9.2 | 4.4
CC(=O)N1CCN(c2ccc(N3CCN(Cc4ccccc4)[C@H](C)C3)c(C)c2)[C@H](C)C1 | -1.8 | -3.0
COC(=O)C1=C(C)N(Cc2cccc(C(F)(F)F)c2)C(=NCC2CC2)NC1c1cccc(Cl)c1 (stereo not given) | 24.4 | -22.2
CCC(C)N(c1nc(C)nc2c1nnn2Cc1ccccc1)C(C)CC (stereo not given) | 8.9 | 6.8
COc1ccc(OC)c(S(=O)(=O)N2CCCCC2C(=O)N2CCN(c3ccc(F)cc3)CC2)c1 (stereo not given) | -4.7 | -1.2
CCOC1=C2CN(S(=O)(=O)c3ccc(C)cc3)C(c3ccc(C)cc3)CC2N(S(=O)(=O)c2ccc(C)cc2)C(c2ccccc2)C1 (stereo not given) | -7.7 | 7.1
Nc1nc2ncccc2cc1C(=O)c1c[nH]c2ccccc12 | 6.0 | -0.5
COC(=O)[C@]12C[C@H](CC(=O)NCC3CCCCC3)C(=O)N(CCc3ccc(OC)c(OC)c3)C1=C[C@H](C(C)C)O[C@@H]2C1CC1 | 19.8 | -0.2
COC(=O)[C@]12C[C@H](CC(=O)N3CCCCC3)C(=O)N(CCc3ccc(OC)c(OC)c3)C1=C[C@H](C(C)C)O[C@@H]2C1CC1 | 3.2 | -1.2
C[C@H](O)[C@@H]1CN2CCc3ccc(N4CCOCC4)cc3[C@@H]2C[C@@H]1N(C)C(=O)c1ccccc1F | -3.7 | -6.1
COc1ccc(-n2c(SCC(=O)Nc3ccc(C)c(Cl)c3)nc3ccccc3c2=O)cc1 | 6.9 | -8.1
CCCCCC(=O)NC1CCCCN(Cc2ccccc2C)C1=O (stereo not given) | 4.3 | 8.8
Cc1ccc(C(=O)n2ccc3ccc(-c4ccc5ccn(Cc6ccccc6)c5c4)cc32)cc1 | 2.5 | 7.2
CCN(CC)C(=O)CC[C@@H]1CC[C@]2(CCCN(C(=O)c3cccnc3)C2)O1 | 5.4 | 8.0
COC[C@@H]1CCCN1c1cccc2c1S(=O)(=O)N1CC[C@H](C1)O2 | 1.2 | -4.6
O=C(NCCc1ccccc1Cl)[C@@H]1CCCN1C(=O)[C@@H](NS(=O)(=O)c1ccc(F)cc1F)C1CCCCC1 | 33.9* | 4.8
COC(=O)C[C@@H]1CC[C@@H](NC(=O)C2CCC2)[C@@H](CO)O1 | 9.2 | 4.8
Cc1ccc2nc(-c3ccccn3)cc(C(=O)NC3CCN(C)CC3)c2c1 | -3.1 | -16.8
C#CCNC(=O)c1cc2cccnc2nc1N | -173.3 | -8.1
COc1cccc(C(=O)C(=O)N2CCN(C(=O)OCc3ccccc3)CC2)c1 | 2.3 | 7.3
CC(C)c1[nH]nc2c1C(c1ccccc1)N(Cc1ccccc1)C2=O (stereo not given) | 8.1 | -6.1
COC(=O)C1=C(C)N(Cc2ccccc2)C(=S)NC1c1cccc(Br)c1 (stereo not given) | 19.9 | 10.9
COC(=O)[C@@]12C[C@@H](CC(=O)NCCCN3CCCC3=O)C(=O)N(Cc3ccco3)C1=CCC(C)(C)C2 | 4.1 | -4.3
N#Cc1ccc(C(C(=O)NCc2ccccc2)n2c(=O)c(-c3ccco3)nc3ccccc32)cc1 (stereo not given) | 16.8 | -10.1
C[C@@H]1ON(C)[C@H]2C[C@H]3c4[nH]c5c(-c6ccc(C(F)(F)F)cc6)cccc5c4CCN3C(=O)[C@@H]12 | 28.2 | -1.6
COc1ccc(NC(=O)C(c2ccncc2)n2c(=O)c(-c3cc4ccccc4[nH]3)nc3ccccc32)cc1 (stereo not given) | 15.4 | 1.2
COC(=O)[C@]12CCCCC=C1N(Cc1ccc(OC)cc1)C(=O)[C@@H]2CC(=O)NCc1cccs1 | 0.2 | -5.3
Cc1nc2c(c(=O)c3ccccc3n2C)c(=O)n1C1CCCC1 | -4.3 | -4.8
COCc1cc(N2CCN(C(=O)OC(C)(C)C)C[C@H]2C)ccc1Br | 9.2 | 5.0
O=C(Cn1nnc(N2CCOCC2)n1)NN=Cc1ccccc1Cl | -0.5 | -1.7
Cc1ccc2c(c1)-c1c(cnn1CC(=O)NCCc1ccc(O)cc1)CO2 | 2.4 | -3.5
COC(=O)[C@]12C[C@H](CC(=O)NCc3ccc(OC)c(OC)c3)C(=O)N(Cc3ccc(Cl)cc3Cl)C1=C[C@H](COCc1ccccc1)O[C@@H]2C | -1.0 | 5.4
COC(=O)[C@]12C[C@H](CC(=O)NCCCCc3ccccc3)C(=O)N(Cc3ccco3)C1=C[C@H](C(C)(C)C)O[C@@H]2C | 26.6 | -0.9
CCC(=O)OCCCN1C(=O)CCC12CCC(C)CC2 (stereo not given) | -0.1 | -2.4

13 consecutive compounds from above, quoted:
SMILES | CCHF vOTU inh | PrPC TRFRET
C#CCNC(=O)c1cc2cccnc2nc1N | -173.3 | -8.1
COc1cccc(C(=O)C(=O)N2CCN(C(=O)OCc3ccccc3)CC2)c1 | 2.3 | 7.3
CC(C)c1[nH]nc2c1C(c1ccccc1)N(Cc1ccccc1)C2=O (stereo not given) | 8.1 | -6.1
COC(=O)C1=C(C)N(Cc2ccccc2)C(=S)NC1c1cccc(Br)c1 (stereo not given) | 19.9 | 10.9
COC(=O)[C@@]12C[C@@H](CC(=O)NCCCN3CCCC3=O)C(=O)N(Cc3ccco3)C1=CCC(C)(C)C2 | 4.1 | -4.3
N#Cc1ccc(C(C(=O)NCc2ccccc2)n2c(=O)c(-c3ccco3)nc3ccccc32)cc1 (stereo not given) | 16.8 | -10.1
C[C@@H]1ON(C)[C@H]2C[C@H]3c4[nH]c5c(-c6ccc(C(F)(F)F)cc6)cccc5c4CCN3C(=O)[C@@H]12 | 28.2 | -1.6
COc1ccc(NC(=O)C(c2ccncc2)n2c(=O)c(-c3cc4ccccc4[nH]3)nc3ccccc32)cc1 (stereo not given) | 15.4 | 1.2
COC(=O)[C@]12CCCCC=C1N(Cc1ccc(OC)cc1)C(=O)[C@@H]2CC(=O)NCc1cccs1 | 0.2 | -5.3
Cc1nc2c(c(=O)c3ccccc3n2C)c(=O)n1C1CCCC1 | -4.3 | -4.8
COCc1cc(N2CCN(C(=O)OC(C)(C)C)C[C@H]2C)ccc1Br | 9.2 | 5.0
O=C(Cn1nnc(N2CCOCC2)n1)NN=Cc1ccccc1Cl | -0.5 | -1.7
Cc1ccc2c(c1)-c1c(cnn1CC(=O)NCCc1ccc(O)cc1)CO2 | 2.4 | -3.5

(next part)
SMILES | CCHF vOTU inh | PrPC TRFRET
COc1ccc(C(=O)OCCCN(C)C2CN(Cc3cn(Cc4cccc(F)c4)nn3)S(=O)(=O)C2)cc1OC (stereo not given) | -8.1 | -5.5
Cc1cc(C)c2cc(C#N)c(NCCNC(=O)c3ccccn3)nc2c1 | -3.0 | -5.7
CCOC(=O)N1CCN(C(=O)C[C@@H]2C(=O)N(Cc3ccc(OC)cc3)C3=CCN(C(=O)OC(C)(C)C)C[C@]32C(=O)OCC)CC1 | 6.1 | -12.7
O=C(CSc1nc2ccccc2n1Cc1ccccc1)NN=C/C=C/c1ccccc1 | 4.1 | 11.5
Cc1ccc(NC(=O)CSc2nnc(-c3cccnc3)n2Cc2ccco2)cc1C | -4.2 | -1.4
Cc1cccc2nc(-c3ccccc3)c(-c3ccc(CN4CCC(n5c(=O)[nH]c6cc(Cl)ccc65)CC4)cc3)nc12 | 5.3 | -8.7
COc1cccc(N2CCN(CC(=O)N(C)Cc3ccc(F)cc3)CC2)c1 | -3.7 | -2.9
CCOc1cc(CCNC(=O)c2cc(-c3ccccc3)c(N3CCOCC3)s2)ccc1OC | 19.3 | -0.2
O=C(NCCN1CCC(Cc2ccccc2)CC1)C1CCCN(S(=O)(=O)c2ccc(Br)s2)C1 (stereo not given) | 3.3 | -14.5
C[C@H]1[C@@H](C(=O)N2CCCC2)CC(=O)/C(=N/OCc2ccccc2)C[C@@H]1c1ccccc1 | 1.7 | 1.2
Cc1noc(C)c1S(=O)(=O)N1CCCc2nc(-c3ccccc3)ccc21 | 2.7 | -3.4
COc1cccc(-c2nnc(SCC(=O)OC(C)C)n2-c2ccc(Cl)cc2)c1 | 7.1 | -7.1
COc1ccc(N2CCN(C(=O)C(=O)c3cccc([N+](=O)[O-])c3)CC2)cc1 | 9.1 | -21.4
O=S1(=O)c2ccc(Br)cc2OC[C@@H](Cc2ccccc2)N1Cc1cn(Cc2ccc(F)cc2)nn1 | -11.6 | 2.7
COC(=O)C[C@H]1CC[C@@H](NS(=O)(=O)c2ccccc2)[C@@H](CO)O1 | -6.5 | -1.2
O=C(NCCc1ccccc1)OCc1cn(-c2cccc(Cl)c2)nn1 | 2.9 | -6.7
CC(C)(C)N1Cc2nnn(Cc3ccccc3)c2-c2ccccc2S1(=O)=O | 4.4 | -4.2
Cc1cccc(NC(=O)C2CCCN2S(=O)(=O)c2cccc3cccnc23)c1C (stereo not given) | 3.0 | 2.4
C=CS(=O)(=O)N(Cc1nnn(Cc2ccccc2)c1Br)[C@@H](CC(C)C)C(=O)OC | 11.6 | -2.1
COC(=O)c1cc(-c2cccc(C(C)C)c2)c(=O)n2c1CCC2 | 9.5 | 8.7
O=c1c(-c2cc3ccccc3[nH]2)nc2ccccc2n1C(CCc1ccccc1)c1nc2ccccc2[nH]1 (stereo not given) | -12.7 | 9.6
Cc1nc2ccc(S(=O)(=O)NCC(=O)N(C)Cc3ccc(F)cc3)cc2s1 | -2.8 | -2.8
COc1cccc(C(C(=O)NC2CCCC2)N2CCN(c3ncccc3C#N)CC2)c1OC (stereo not given) | 3.8 | -4.3
CCOC(=O)[C@]12CCCCC/C=C\1N(CCc1ccc(Cl)cc1)C(=O)[C@H]2CC(=O)NCCCN1CCCC1=O | -1.4 | -0.2
N#CCC[C@H]1CC[C@]2(CCCN(C(=O)C3CCCCC3)C2)O1 | 0.8 | 3.5
Cc1nc(SCC(=O)c2cc3ccccc3oc2=O)c(C#N)c(C)c1C(=O)Nc1ccccc1 | 7.7 | -5.0
C[C@H]1C2CC(OC(=O)Nc3ccc(C(F)(F)F)cc3)C(C2)[C@H]2CCCCN21 (stereo not given in full) | -2.8 | 3.4
COc1ccc(C2CC=C(C(=O)O)C(c3ccccc3F)N2S(=O)(=O)c2ccc(C)cc2)cc1OC (stereo not given) | -2.8 | -0.8
CC1(C)CC(=O)N(CC(=O)N2CCN(c3cccc(C(F)(F)F)c3)CC2)c2ccccc2S1(=O)=O | 3.8 | -7.4

From PubChem
